High-throughput results as filed in PubChem BioAssay.
SMARCA2 act = activators of SMARCA2 function. MG213 cells, MMTV-luciferase reporter, dexamethasone, overnight. activation, % at 9.1 µM. 370,000 compounds, 1% hits. AID 652017; in the data active = activation above about 7.8%;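 also: 0% = vehicle wells and 100% = reference activator wells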
hgDAF12 agonist = hgDAF-12 agonism, primary luciferase screen; activation, % at 6.8 µM; 370,000 compounds, 1.8% hits; HEK293 GAL4-hgDAF12 UAS-luciferase reporter, agonist luminescence; normalized to butyrate control; AID 687014;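 active = activation above a cutoff set at the mean of all screened compounds plus 3 SD, cut at about 10% in these data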;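 also: 0% = DMSO wells and 100% = sodium butyrate wells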
ssDAF12 agonist = S. stercoralis DAF-12 activation, primary screen; activation, % at 6.8 µM; 370,000 compounds, 1% hits; HEK293 ssDAF-12/GRIP1 lit1-tk-luc reporter, luminescence; % of 3 µM dafachronic acid response;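 active = activation above the mean over all tested compounds plus 3 SD, cut at about 0.9% in these data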;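 also: 0% = DMSO-only wells and 100% = 3 µM delta7-dafachronic acid wells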
NR1D1 modulator = modulates human Rev-erb alpha binding to DNA; P20393; Rev-erbα–FITC-DNA binding, fluorescence polarization, 90 min; activity, % at 10 µM; 370,000 compounds, 0.79% hits; AID 1259318;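 active = activity above about 14%, limit read from the data; passing the limit was not always enough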;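 also: 0% = DMSO wells with 35 nM protein and 100% = DMSO wells with 750 nM protein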
DAX1 inh-1 = NR0B1 (DAX1) inhibition; HEK293 Gal4-DAX1 luciferase reporter, luminescence; P51843; inhibition, % at 6.75 µM; 340,000 compounds, 0.99% hits; AID 504766;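 active = inhibition above the mean over all tested compounds plus 3 SD, cut at about 4.2% in these data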;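 also: 0% = DAX1-transfected cells with DMSO and 100% = empty-vector control cells with DMSO; inhibition shows as a rise in luminescence from relieved DAX1 repression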
MBD2 DNA inh = inhibitors of human MBD2 binding to methylated oligonucleotide; Q9UBB5; TR-FRET; inhibition, % at 4.4 µM; 370,000 compounds, 0.31% hits; in the data active = inhibition above about 13%
ADAM17 inh = inhibits human ADAM17; P78536; recombinant ADAM17, EDANS/DABCYL FRET peptide cleavage; inhibition, % at 6.95 µM; 370,000 compounds, 0.83% hits;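 active = inhibition above the mean of compounds lying between control limits plus 3 SD, set per campaign, cut at about 8.5% in these data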;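 also: 0% = DMSO-only wells as the low control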
PLC-gamma1 inh = inhibitors of human phospholipase C gamma1; P19174; purified PLC-gamma1, fluorogenic substrate, fluorescence; inhibition, % at 12.2 µM; 370,000 compounds, 0.84% hits; AID 720700; in the data active = inhibition above about 9.5%
Target sequence (P19174 whole entry, looked up): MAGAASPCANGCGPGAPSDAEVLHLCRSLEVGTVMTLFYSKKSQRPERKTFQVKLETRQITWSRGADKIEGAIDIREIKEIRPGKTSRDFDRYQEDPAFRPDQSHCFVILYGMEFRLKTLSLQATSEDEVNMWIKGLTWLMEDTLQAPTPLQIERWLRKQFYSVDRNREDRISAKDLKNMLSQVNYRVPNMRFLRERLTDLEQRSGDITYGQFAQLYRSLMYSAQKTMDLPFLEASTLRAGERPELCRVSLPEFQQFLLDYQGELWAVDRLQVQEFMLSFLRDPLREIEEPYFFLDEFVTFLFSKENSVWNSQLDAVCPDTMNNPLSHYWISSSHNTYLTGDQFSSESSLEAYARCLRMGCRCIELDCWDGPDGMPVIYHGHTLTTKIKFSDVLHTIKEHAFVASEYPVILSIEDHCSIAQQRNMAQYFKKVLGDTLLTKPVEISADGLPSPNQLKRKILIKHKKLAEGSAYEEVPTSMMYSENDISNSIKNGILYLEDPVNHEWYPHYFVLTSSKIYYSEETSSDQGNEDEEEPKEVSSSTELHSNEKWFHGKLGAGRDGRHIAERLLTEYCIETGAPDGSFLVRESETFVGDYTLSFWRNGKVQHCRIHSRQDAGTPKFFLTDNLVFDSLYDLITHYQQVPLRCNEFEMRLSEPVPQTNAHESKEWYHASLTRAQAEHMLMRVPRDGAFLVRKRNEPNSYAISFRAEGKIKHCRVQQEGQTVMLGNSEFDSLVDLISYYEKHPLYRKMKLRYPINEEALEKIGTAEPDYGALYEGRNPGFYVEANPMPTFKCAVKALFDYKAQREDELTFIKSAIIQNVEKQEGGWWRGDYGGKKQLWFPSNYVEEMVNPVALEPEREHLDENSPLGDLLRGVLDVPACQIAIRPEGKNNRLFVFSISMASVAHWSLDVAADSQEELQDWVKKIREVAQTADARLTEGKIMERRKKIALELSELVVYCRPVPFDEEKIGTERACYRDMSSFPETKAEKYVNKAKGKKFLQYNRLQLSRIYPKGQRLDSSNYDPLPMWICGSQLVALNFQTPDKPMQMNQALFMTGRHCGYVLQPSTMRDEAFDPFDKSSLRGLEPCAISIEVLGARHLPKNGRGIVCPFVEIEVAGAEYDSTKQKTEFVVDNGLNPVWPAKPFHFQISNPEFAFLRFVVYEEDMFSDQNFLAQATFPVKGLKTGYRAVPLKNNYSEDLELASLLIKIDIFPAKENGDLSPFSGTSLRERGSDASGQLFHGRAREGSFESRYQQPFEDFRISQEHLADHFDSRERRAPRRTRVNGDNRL
hcDAF-12 act = H. contortus DAF-12 activation, primary screen. activation, % at 6.8 µM. 370,000 compounds, 1.4% hits. HEK293 hcDAF-12 lit1-tk-luc reporter, luminescence; 0% DMSO, 100% Δ7-dafachronic acid;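 active = activation above the mean of all tested compounds plus 3 SD, cut at about 5.5% in these data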;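 also: 100% = response to 3 µM Δ7-dafachronic acid high control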
PLCb3 inh = inhibitors of human phospholipase C beta3 | Q01970 | Purified PLC-beta3, fluorogenic substrate, fluorescence | inhibition, % at 12.2 µM | 370,000 compounds, 0.18% hits | AID 720704; in the data active = inhibition above about 11%;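 also: 0% = median of compound wells on plate and 100% = full blocker control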
DAX1 inh-2 = DAX1 (NR0B1) inhibition, primary screen; HEK293T StAR-luciferase reporter, SF-1/DAX-1 repression relief; inhibition, % at 6.8 µM; 370,000 compounds, 1.1% hits; AID 652010;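 active = inhibition above the mean over all tested compounds plus 3 SD, cut at about 3.6% in these data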;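 also: 0% = DAX-1 cells with DMSO and 100% = cells lacking DAX-1 with DMSO; higher inhibition means more luminescence from relief of DAX-1 repression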
The depositor's hits bear a star; i = inactive; x = not tested or not shown.

SMILES	SMARCA2 act	hgDAF12 agonist	ssDAF12 agonist	NR1D1 modulator	DAX1 inh-1	MBD2 DNA inh	ADAM17 inh	PLC-gamma1 inh	hcDAF-12 act	PLCb3 inh	DAX1 inh-2
CCc1nnc(NS(=O)(=O)c2ccc(NC(=O)C(c3ccccc3)c3ccccc3)cc2)s1	2	-0.3	-1.3	4	-0.3	-2	-2	1	-0.3	-7	0.4
COc1ccccc1-c1c(C)oc2c(CN3CCCCC3C)c(O)ccc2c1=O (stereo not drawn)	-4	-1.9	-0.7	1	0.1	-2	i	i	3.3	i	0.9
COc1ccc(C(=O)COC(=O)CCN2C(=O)C3C4CC(C(Br)C4Br)C3C2=O)cc1 (stereo not drawn)	1	-0.1	-0.9	-1	-0.5	-4	0	3	-1.5	1	-0.3
O=C(NCc1ccccc1Br)C1CCCO1 (stereo not drawn)	-1	1.8	-0.8	5	0.2	0	-3	1	-1.5	-4	-0.7
CC(=NO)c1ccc2c(c1)Cc1cc([N+](=O)[O-])ccc1-2	12*	9.2	0.6	5	1.9	0	3	0	3.5	2	1.9
Cn1c(Cn2c(=O)sc3ccccc32)nnc1SCc1cccnc1	3	0.1	-0.4	5	0.0	0	-1	0	-0.5	3	0.6
CC(C)[C@H](NC(=O)OC(C)(C)C)c1cc(C(=O)N2CCOCC2)c(N)s1	5	6.2	-0.7	2	x	-2	-4	-3	-0.4	-7	6.0*
C[C@H](NC(=O)OC(C)(C)C)c1nnc(SCC(=O)c2ccc(Cl)cc2)o1	-4	-2.0	-1.7	-2	-0.3	-2	-2	-1	-1.6	-1	-1.3
O=C(c1cc2cc(Cl)ccc2[nH]1)N1CCCCC1	6	3.6	-0.5	2	3.5	3	2	3	-1.4	-1	0.6
O=C(Nc1nc(-c2cccnc2)cs1)c1ccccc1Cl	-1	0.5	-1.1	-2	-0.6	1	-1	1	-0.2	-6	0.0
O=C(O)C1C2C=CC(C2)C1C(=O)NCc1cccc(Cl)c1 (stereo not drawn)	-1	1.1	-1.6	0	1.3	9	-2	0	-1.7	-9	0.0
CCCCNC(=O)N1CCCN(c2ccc(C#N)cn2)CC1	1	2.3	-0.8	1	-0.2	2	-5	-6	-1.8	-8	-0.2
Cc1c(S(=O)(=O)Nc2ccc(Br)cc2)c(=O)n(C)c(=O)n1C	1	2.0	-1.1	-3	-0.6	1	-4	-1	-1.1	1	0.1
CC1CCC2(CC1)NC(=O)N(CC(=O)NCc1ccc3c(c1)OCO3)C2=O (stereo not drawn)	0	-1.3	-0.8	-2	-1.6	7	-7	-2	-0.9	-12	-0.2
Cc1cc(C(=O)O)n(C(C)(C)C)n1	0	-1.6	-1.0	-3	0.3	3	-3	1	-1.7	-2	-0.4
O=C(NCc1ccccc1)c1nc(-c2c(F)cccc2F)oc1-c1ccccc1	1	4.7	-0.7	4	x	8	-5	-1	0.9	-4	1.8
COc1ccc(CNC(=O)c2cnccn2)cc1	-2	-1.0	-0.2	-3	-0.7	2	-5	1	2.4	-1	0.0
CCOC(=O)c1ccc(NC(=O)CSc2nnc(C3CC3)n2CC)cc1	2	1.6	-1.2	1	2.7	-5	1	3	0.0	6	-0.9
O=C(Cn1ncc2c1-c1ccccc1OC2)Nc1cccc(Cl)c1	-3	-0.6	-1.6	0	-0.5	-2	2	4	-0.7	5	-0.4
COc1ccc(C(C(=O)NCc2ccccc2)N(Cc2ccc3c(c2)OCO3)C(=O)c2cnccn2)cc1 (stereo not drawn)	-3	-3.3	-1.0	0	-0.9	2	-1	1	-1.2	-3	-0.6
CCN(Cc1cc2cc(C)ccc2[nH]c1=O)C(=O)c1cccc(OC)c1	2	-1.7	-1.5	1	1.4	1	-14	-4	-1.3	1	-0.8
Cn1nnnc1SCC(=O)NCc1ccc2c(c1)OCO2	2	-0.2	-1.6	8	1.0	0	-1	2	-0.9	2	-0.7
COc1cc(C(=O)Oc2ccc(C(=S)N3CCOCC3)cc2)cc(OC)c1OC	5	-0.5	0.1	-2	0.8	0	-4	2	-1.2	-2	0.6
Cn1nccc1C(=O)N1CCN(c2ccccc2F)CC1	0	0.2	-0.9	-1	1.1	-2	-2	-2	-1.2	-7	-0.3
CCOC(=O)C/C(N)=N/NC(=O)c1ccc(Cl)cc1Cl	3	4.5	-1.2	6	-0.1	1	5	-7	-1.6	-10	-0.2
(cont.)
SMILES	SMARCA2 act	hgDAF12 agonist	ssDAF12 agonist	NR1D1 modulator	DAX1 inh-1	MBD2 DNA inh	ADAM17 inh	PLC-gamma1 inh	hcDAF-12 act	PLCb3 inh	DAX1 inh-2
N#CC1(Nc2ccc(-c3ccc(Cl)cc3)cc2)CCCC1	3	13*	0.6	3	3.1	5	-3	-2	4.5	-3	0.1
CC(C)(C)NC(=O)CSc1nncn1NCc1cccc2ccccc12	-1	3.4	-1.2	8	1.5	-2	-5	2	-0.8	4	-0.1
O=C(CCCCCl)Nc1c2c(nc3ccccc13)CCC2	-2	0.0	-1.1	-2	1.2	-1	-3	-2	-1.0	-9	-0.5
Cc1ccc(-n2c(N)c(C(=O)N3CCCCC3)sc2=S)cc1	-4	-1.1	-1.3	5	2.4	7	-1	2	-0.5	4	-0.9
CCOC(=O)N1CCC(N2C(=O)c3ccc(C(=O)NCc4ccc(F)cc4)cc3C2=O)CC1	4	0.4	-0.8	4	0.2	-1	3	-2	2.4	2	1.8
O/N=C/c1cn(-c2ccccc2)nn1	3	3.8	-0.6	-2	0.5	1	-1	1	-1.0	2	0.0
C=CCN(c1ccc(C(=O)NCCSc2ccccc2)cc1)S(C)(=O)=O	0	2.2	-0.5	-1	0.7	-7	1	3	0.4	-1	0.2
O=C(NN1C(=O)C2C3C=CC(O3)C2C1=O)c1ccncc1 (stereo not drawn)	-2	0.0	-1.2	-2	-0.2	-1	-6	-2	0.0	-4	0.0
C/C(=N\NC(=O)c1ccc(NS(=O)(=O)c2cccs2)cc1)c1ccc2ccccc2c1	-2	0.7	-1.3	4	-1.6	-1	-3	-11	0.1	-42	0.3
COC(=O)c1ccc2c(=O)n(CCN3CCOCC3)c(SCC(=O)Nc3ccc(C)cc3)nc2c1	0	1.2	-1.8	2	0.2	0	-9	-3	-0.8	-15	-2.7
O=C(O)CC(C(=O)O)c1ccc(OCCCCOc2ccc(C(CC(=O)O)C(=O)O)cc2)cc1 (stereo not drawn)	-1	-1.6	-0.8	8	0.8	1	-1	0	0.8	-6	0.5
COc1cc2c(C(=O)NCc3ccccn3)cn(C)c(=O)c2cc1OC	3	0.8	-0.8	1	2.5	-3	-3	-4	-0.9	-1	0.8
COc1cc(CNC(=O)c2cnccn2)cc(OC)c1	1	-1.0	-1.4	9	-2.0	0	-3	-3	-0.3	-3	0.7
Cc1ccc(OCC(=O)Nc2ccc(S(=O)(=O)Nc3ccccn3)cc2)cc1	-3	-1.3	-1.1	4	-0.1	0	-9	-7	-1.6	-12	1.3
Cc1cc(N2CCCCCC2)nc2ccccc12	-1	-0.8	-1.3	-5	-0.3	-2	-19	-6	-0.8	-6	-0.6
Cc1ccccc1C(=O)Nc1ccnn1C1CCN(CC2CC=CCC2)CC1 (stereo not drawn)	1	-1.1	-0.3	-4	0.4	3	-6	-1	0.6	-7	1.3
COc1ccc(NC(=O)c2cccc(N3C(=O)c4cccc([N+](=O)[O-])c4C3=O)c2)cc1	-5	-4.9	-1.6	-4	-0.1	0	0	3	-2.5	-4	2.7
Cc1ccc(NC(=O)CN(C)CC(=O)Nc2ccc(F)c(Cl)c2)cc1	-3	0.8	-1.3	3	1.4	3	1	1	0.5	2	0.1
CCCN(CCC)CCNC(=O)C1CCN(S(=O)(=O)c2cccc3nsnc23)CC1	-2	1.0	-1.0	1	0.1	2	0	-2	0.8	-2	0.2
CC(C)CCN(C(=O)CCSc1ccc(F)cc1)c1c(N)n(Cc2ccccc2)c(=O)[nH]c1=O	-3	2.0	-1.0	-4	-0.4	2	-3	2	-0.5	0	-0.1
Cc1ccc(NC(=O)N2CCC(C(=O)c3ccc(F)cc3)CC2)cc1	-3	-0.6	-0.5	1	-0.8	0	1	3	-1.4	4	-0.5
CCCCN1C(=O)C(O)(CC(=O)c2c(C)n[nH]c2C)c2cc(Br)ccc21 (stereo not drawn)	1	0.0	-1.2	-1	-0.8	2	-1	-2	-0.2	0	-0.7
O=C(c1cccc(Cl)c1)N1CCN(c2ccc3c(c2)C2CC3CCN2C(=O)OCc2ccccc2)CC1 (stereo not drawn)	-3	2.8	-1.0	10	x	2	4	2	0.4	5	-1.6
CCN(CC)C(=O)C1CCCN(Cc2cccc(Cl)c2)C1 (stereo not drawn)	-5	0.7	-0.8	-2	x	-1	2	2	1.6	-5	0.6
CC(/C=C/c1ccccc1)=N/NC(=O)CCC(=O)Nc1ccccc1C	-2	-0.3	-1.6	-15	1.5	-2	6	0	-0.5	-4	0.3
Further structures.
SMILES	SMARCA2 act	hgDAF12 agonist	ssDAF12 agonist	NR1D1 modulator	DAX1 inh-1	MBD2 DNA inh	ADAM17 inh	PLC-gamma1 inh	hcDAF-12 act	PLCb3 inh	DAX1 inh-2
O=C(Cc1ccc(Br)cc1)NCc1ccccc1	2	-0.1	0.1	0	0.6	5	-2	1	-0.5	-5	-1.1
C[C@@H]1C=CCCO[C@]12C(=O)N(Cc1ccc(F)cc1)c1ccccc12	-5	-3.0	-0.9	2	x	-7	-7	1	-1.0	2	1.3
Cc1nnc(NC(=O)C2CCN(c3nnnn3-c3ccccc3)CC2)s1	-1	-3.3	-1.9	-2	1.9	6	-2	0	-0.3	2	-0.2
COc1ccc2c(c1)C(=O)C(=O)N2CCS(=O)(=O)c1ccccc1	3	0.7	-1.1	4	0.1	-17	0	3	1.5	-1	-0.1
COc1cccc(CN2CCN(Cc3ccco3)CC2)c1	0	-2.5	-0.8	5	1.6	-5	4	2	0.0	-1	0.1
O=C(Nc1cccc(C(F)(F)F)c1)c1cccnc1NCCc1ccccc1	5	2.2	-2.0	-4	0.3	4	-28	-83	0.5	-105	-0.1
Fc1cccc(/C=C2\CCCC3=C2NC(=S)NC3c2cccc(F)c2)c1 (stereo not drawn)	-4	-0.4	-0.2	0	1.1	8	4	-5	-1.0	-16	-0.9
CNC1=C([N+](=O)[O-])CC([N+](=O)[O-])=C(N2CCNCC2)N1C	1	-0.3	-0.4	-2	0.5	-1	-1	0	3.3	2	-0.2
Cc1cc2cc(CNC(=O)c3ccc(Br)o3)ccc2[nH]1	-1	1.7	-0.7	5	-0.5	-5	-2	-10	2.0	-14	1.0
Cc1cccc(NC(=S)NNC(=O)c2cccc([N+](=O)[O-])c2)c1	1	0.2	-1.0	8	3.7	1	3	1	-1.2	-2	0.2
CC(C)(C)n1cnc2cc(NC(=O)c3ccccc3)ccc21	5	11*	0.5	-3	5.5*	-2	-2	2	3.2	-2	2.0
CN(C)S(=O)(=O)c1cccc(NC(=S)N/N=C/C(c2ccccc2)c2ccccc2)c1	-5	-1.2	-1.4	-5	-0.4	0	8	4	-2.2	2	0.8

An unsorted share of the library; 7.4% or so of the library scored in one or more.
